# Screening results as filed in PubChem.
# PLC-beta3 inh = blocks human PLC-beta3 enzyme activity | Q01970 | Purified PLC-beta3, fluorogenic substrate, fluorescence | inhibition, % at 12.2 µM | AID 720704 | 0.18% of 370,000 active; in the data active = inhibition above about 11%;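 note: 0% = median of compound wells on plate and 100% = full blocker control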
# ssDAF-12 act = activates DAF-12 receptor from parasite S. stercoralis; HEK293 ssDAF-12/GRIP1 lit1-tk-luc reporter, luminescence; % of 3 µM dafachronic acid response; activation, % at 6.8 µM; 1% of 370,000 active;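 active = activation above the mean over all tested compounds plus 3 SD, cut at about 0.9% in these data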;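 note: 0% = DMSO-only wells and 100% = 3 µM delta7-dafachronic acid wells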
# hgDAF-12 ag = hgDAF-12 agonism, primary luciferase screen; activation, % at 6.8 µM; AID 687014; HEK293 GAL4-hgDAF12 UAS-luciferase reporter, agonist luminescence; normalized to butyrate control; 1.8% of 370,000 active;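 active = activation above a cutoff set at the mean of all screened compounds plus 3 SD, cut at about 10% in these data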;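 note: 0% = DMSO wells and 100% = sodium butyrate wells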
# PLC-gamma1 inh = PLC-gamma1 (human) inhibition, primary screen | P19174 | purified PLC-gamma1, fluorogenic substrate, fluorescence | inhibition, % at 12.2 µM | 0.84% of 370,000 active; in the data active = inhibition above about 9.5%
# GAA850 FXN act = activators of GAA850 frataxin (FXN) promoter; 0.56% of 360,000 active; AID 540364; HEK293 lucGAA850 FXN promoter luciferase reporter, 24 h; percent of 10 µM SAHA response; activation, % at 6 µM;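 active = activation above the average of all compounds screened plus 3 SD, cutoff fixed separately per campaign, cut at about 7.5% in these data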;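 note: 0% = DMSO wells and 100% = 10 µM SAHA wells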
# DAX1 inh-1 = inhibitors of DAX1 repression of SF-1 activated StAR promoter; HEK293T StAR-luciferase reporter, SF-1/DAX-1 repression relief; 1.1% of 370,000 active; inhibition, % at 6.8 µM; AID 652010;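 active = inhibition above the mean over all tested compounds plus 3 SD, cut at about 3.6% in these data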;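 note: 0% = DAX-1 cells with DMSO and 100% = cells lacking DAX-1 with DMSO; higher inhibition means more luminescence from relief of DAX-1 repression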
# hcDAF-12 act = activators of H. contortus DAF-12 nuclear receptor. HEK293 hcDAF-12 lit1-tk-luc reporter, luminescence; 0% DMSO, 100% Δ7-dafachronic acid. activation, % at 6.8 µM. 1.4% of 370,000 active;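 active = activation above the mean of all tested compounds plus 3 SD, cut at about 5.5% in these data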;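 note: 100% = response to 3 µM Δ7-dafachronic acid high control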
# HGIII-sPLA2 inh = Inhibits HGIII-sPLA2 liposome hydrolysis, primary screen | Q9NZ20 | inhibition, % at 12.2 µM | 0.56% of 370,000 active | QFRET BODIPY PC-A2 liposome hydrolysis, fluorescence;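 active = inhibition above mean plus 3 SD of compounds lying within the high and low control bounds, cut at about 19% in these data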;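 note: 0% = median of test compound wells and 100% = no enzyme DMSO wells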
# Target sequence (Q9NZ20 whole entry, looked up): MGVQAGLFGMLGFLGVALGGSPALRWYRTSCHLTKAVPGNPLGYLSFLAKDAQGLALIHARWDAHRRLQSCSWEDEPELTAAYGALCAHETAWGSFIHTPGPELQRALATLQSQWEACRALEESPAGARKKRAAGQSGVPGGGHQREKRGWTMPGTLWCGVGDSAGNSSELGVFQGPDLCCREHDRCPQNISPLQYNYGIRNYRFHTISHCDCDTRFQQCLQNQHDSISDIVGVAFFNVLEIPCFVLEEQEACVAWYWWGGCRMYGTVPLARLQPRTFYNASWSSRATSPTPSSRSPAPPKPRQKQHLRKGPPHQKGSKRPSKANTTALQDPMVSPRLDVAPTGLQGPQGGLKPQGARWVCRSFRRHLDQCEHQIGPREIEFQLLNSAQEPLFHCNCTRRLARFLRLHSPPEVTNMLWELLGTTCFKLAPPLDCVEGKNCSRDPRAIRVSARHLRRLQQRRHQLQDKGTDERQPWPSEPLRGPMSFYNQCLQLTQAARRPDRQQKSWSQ
# ADAM17 inh = inhibitors of human ADAM17 | recombinant ADAM17, EDANS/DABCYL FRET peptide cleavage | inhibition, % at 6.95 µM | 0.83% of 370,000 active | AID 720648;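 active = inhibition above the mean of compounds lying between control limits plus 3 SD, set per campaign, cut at about 8.5% in these data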;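 note: 0% = DMSO-only wells as the low control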
# Target sequence (P78536 215-824 limits assumed): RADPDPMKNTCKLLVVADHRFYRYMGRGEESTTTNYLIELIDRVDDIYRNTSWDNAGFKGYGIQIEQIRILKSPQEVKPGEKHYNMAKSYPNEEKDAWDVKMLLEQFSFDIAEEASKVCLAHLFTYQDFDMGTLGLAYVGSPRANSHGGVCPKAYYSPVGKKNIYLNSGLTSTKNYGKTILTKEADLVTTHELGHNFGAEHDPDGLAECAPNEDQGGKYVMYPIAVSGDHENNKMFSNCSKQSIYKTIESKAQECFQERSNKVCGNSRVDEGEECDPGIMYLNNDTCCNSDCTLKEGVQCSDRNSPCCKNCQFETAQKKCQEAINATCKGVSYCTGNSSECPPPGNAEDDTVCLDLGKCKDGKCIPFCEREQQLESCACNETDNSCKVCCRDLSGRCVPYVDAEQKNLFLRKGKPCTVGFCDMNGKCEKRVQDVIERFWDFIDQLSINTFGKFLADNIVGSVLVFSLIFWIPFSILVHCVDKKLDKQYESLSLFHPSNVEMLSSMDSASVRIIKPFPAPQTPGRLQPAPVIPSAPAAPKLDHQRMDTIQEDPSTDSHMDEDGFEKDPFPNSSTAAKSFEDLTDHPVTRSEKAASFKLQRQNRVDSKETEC
# ADAM10 inh = ADAM10 inhibition, QFRET primary screen; O14672; recombinant ADAM10, EDANS/DABCYL FRET peptide cleavage, 3 h; inhibition, % at 7 µM; 0.62% of 370,000 active;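 active = inhibition above a per-campaign cutoff equal to the mean of compounds falling between control-based bounds plus 3 SD, cut at about 20% in these data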;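 note: 0% = DMSO wells while the 100% control is not disclosed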
# DAX1 inh-2 = inhibits human nuclear receptor DAX1; HEK293 Gal4-DAX1 luciferase reporter, luminescence; AID 504766; P51843; inhibition, % at 6.75 µM; 0.99% of 340,000 active;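 active = inhibition above the mean over all tested compounds plus 3 SD, cut at about 4.2% in these data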;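 note: 0% = DAX1-transfected cells with DMSO and 100% = empty-vector control cells with DMSO; inhibition shows as a rise in luminescence from relieved DAX1 repression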
# Numbers without * were called inactive; i = inactive; . = not tested or not shown.
SMILES,PLC-beta3 inh,ssDAF-12 act,hgDAF-12 ag,PLC-gamma1 inh,GAA850 FXN act,DAX1 inh-1,hcDAF-12 act,HGIII-sPLA2 inh,ADAM17 inh,ADAM10 inh,DAX1 inh-2
COC(=O)CSc1nc2cc(OC)ccc2cc1C#N,-25,-0.4,15*,-17,4.1,3.8*,8.2*,-3,-18,-102,4.3*
O=C(O)/C=C/C(=O)Nc1ccc(Oc2ccccc2)cc1,-6,-1.4,2.5,0,-2.8,0.0,0.7,3,0,-1,-1.2
c1c2c(cc3sc(N4CCCCC4)nc13)OCCO2,0,-1.1,-4.3,-2,-6.9,1.4,-0.2,13,1,-7,-5.3
CCN1C(=NCCCCO)N[C@@H](c2cccc(F)c2)C(C(=O)OC)=C1C,-2,-0.5,1.3,1,-1.7,0.1,0.0,4,-5,-3,0.6
O=C(COC(=O)/C=C/c1ccc(C(F)(F)F)cc1)NC(=O)NCc1ccco1,-11,-1.7,0.5,-3,0.7,0.1,-0.8,-1,-1,-1,-0.3
N#Cc1ccc(-c2csc(NNC(=O)c3ccc(Br)cc3)n2)cc1,-21,-1.5,-1.5,-9,-1.0,-0.8,-0.5,46*,4,11,-0.4
Cc1cc(C(=O)COc2ccccc2Cl)c(C)n1-c1ccc2c(c1)OCO2,-5,-1.5,-3.0,0,-0.4,0.7,-2.3,10,2,10,-0.9
COc1ccc(N(C(=O)c2snc(C(N)=O)c2N)C(C(=O)NC2CCCC2)c2cc(OC)ccc2OC)cc1 (stereo unspecified),-56,-1.4,-3.9,-28,2.0,-0.4,-2.3,7,-8,-24,-2.4
Cc1ccc(S(=O)(=O)NN2C(=O)c3ccccc3NC2c2ccccc2F)cc1 (stereo unspecified),-70,-0.7,-0.7,-43,-0.5,0.1,1.9,1,-32,-103,0.3
CC(C)(C)NC(=O)c1c(F)c(F)c(F)c(F)c1F,0,-1.2,-0.5,0,2.6,0.7,1.4,0,-3,-29,0.7
CCN(CC)c1ccc(C(=O)NNC(=O)CCl)cc1,-17,-1.1,-0.9,-9,4.7,-1.7,1.4,1,1,-8,0.0
[O-]/C(=C(\C(=S)Nc1cccc2ccccc12)[n+]1ccccc1)c1ccc(OC(F)F)cc1,-15,0.2,-0.1,-11,-1.9,-0.6,4.0,9,-12,-26,-0.4
CCCSc1nnc(NC(=O)Cc2ccc(OC)c(OC)c2)s1,-6,-1.3,-1.7,2,1.8,-0.1,-0.4,-3,-5,-12,-1.0
CN1CCC(N(C)C(=O)COc2ccccc2Cl)CC1,3,-1.1,-0.2,7,0.8,2.0,-0.7,-1,2,6,-0.2
Cc1nnc(N(Cc2ccco2)C(=O)c2ccc(C#N)cc2)s1,1,-0.4,0.0,-3,3.4,-0.2,-0.4,8,-4,1,0.0
Cc1ccc(CSc2nnc(-c3cnccn3)n2C)cc1,-5,-1.3,4.2,0,1.5,-0.1,0.4,0,-4,-1,1.6
COc1cc(NC(=O)c2cc3ccccc3o2)ccc1NC(=O)c1ccco1,-9,-1.1,-4.0,-9,-2.1,0.1,-2.6,2,2,2,0.0
O=C(OC12CCCN(C1)/C(=C/c1cccnc1)C2)C1CCCC1 (stereo unspecified),3,-1.4,-3.6,3,.,-1.7,-3.6,-1,2,-1,.
COc1ccc(C2=NN(C(=O)CSc3nc(=O)n4cccc(C)c4n3)C(c3ccc(C)cc3)C2)cc1 (stereo unspecified),-9,-1.2,-0.1,8,-0.7,1.1,-2.0,6,-3,-12,0.6
COc1ccc(C(=O)N/N=C(/C)c2cccc(NC(=O)c3ccccc3F)c2)cc1,-11,-0.6,5.9,2,2.2,1.1,3.3,1,-3,-12,0.6
Cc1ccc(N=c2c([N+](=O)[O-])nn(-c3ccc(Cl)cc3)n2O)cc1C,-7,-1.2,0.8,-1,0.3,0.0,0.3,4,-3,-6,-0.6
Cc1ccc(C(=O)Nc2nc(COc3ccccc3)cs2)s1,-14,-1.7,0.6,-11,1.0,-0.8,-1.1,-10,1,15,-2.0
N#C/C(=C/c1cccnc1)c1ccccc1,3,-0.9,2.1,3,0.4,0.7,-1.9,0,2,8,-0.5
O=C(COc1c(Cl)cc(Cl)cc1Cl)c1ccc(Cl)cc1,3,-1.1,4.3,1,1.6,-0.4,-1.6,-5,2,11,-0.7
Cc1ccc(C(=O)N/N=C\c2ccc(OC(=O)c3cccs3)cc2)cn1,-2,-1.3,-2.1,1,2.4,0.2,1.2,8,-5,-4,-0.3

# The listing continues:
SMILES,PLC-beta3 inh,ssDAF-12 act,hgDAF-12 ag,PLC-gamma1 inh,GAA850 FXN act,DAX1 inh-1,hcDAF-12 act,HGIII-sPLA2 inh,ADAM17 inh,ADAM10 inh,DAX1 inh-2
Cc1c(OCC(=O)OC(C)C)ccc2c3c(c(=O)oc12)CCC3,-26,-0.7,-0.2,-27,-2.1,0.5,-0.8,-2,-16,-46,-0.4
COC(=O)c1ccc(CN2C(=O)[C@]3(OCCC=C[C@H]3C)c3c(Br)cccc32)cc1,3,-0.9,4.2,2,.,1.3,-3.2,-1,-1,-4,.
C/C(CC(=O)Nc1ccc(C)cc1C)=N\NC(=O)C(C)C,3,-1.1,-1.1,6,0.9,0.6,-1.2,-3,2,2,-1.4
COC(=O)c1cc(NC(=O)Cc2ccc(OC)c(OC)c2)cc(C(=O)OC)c1,-2,-1.2,0.1,0,-1.0,-0.3,0.5,-10,2,2,-0.3
CC(=O)c1cccc(N(C(=O)CNC(=O)c2ccco2)C(C(=O)NCc2ccco2)c2ccccc2)c1 (stereo unspecified),-1,-0.9,-0.5,0,-0.2,0.6,0.7,-3,0,4,1.2
CCOC(=O)c1ccccc1NC(=O)c1ccc(N(C)S(C)(=O)=O)cc1,2,-1.4,0.2,0,2.0,0.2,-1.1,0,-2,-3,-0.1
CC(=O)N1c2ccccc2C(=O)NCC1C(=O)NC(C)(C)C (stereo unspecified),-8,-0.8,0.6,-6,.,0.8,-0.9,9,-14,-44,.
O=C(Nc1ccc(OC(F)(F)F)cc1)Nc1nc2ncccn2c1-c1ccc(C(F)(F)F)cc1,-257,0.0,-0.6,-201,.,-0.3,-0.6,0,-34,-134,.
COc1ccccc1CNC(=O)COC(=O)COc1ccccc1Cc1ccccc1,-14,-0.2,1.5,-2,0.3,-0.7,-1.2,-8,2,3,1.2
CSc1nnc(C)c(=O)n1COC(=O)COc1ccccc1,2,-1.5,-0.1,0,2.1,-0.1,0.1,-1,5,11,-0.7
COc1ccc(-n2c(Cc3ccccc3)nnc2SCC(=O)N2CCCc3ccccc32)cc1,-1,-1.0,-2.5,4,-3.4,-0.7,1.6,-16,1,5,0.0
CC(=O)c1cccc(NC(=O)C(C)OC(=O)/C=C/c2cccs2)c1 (stereo unspecified),-5,-1.1,2.7,-7,-1.1,-0.2,-1.5,-2,-1,2,0.9
COc1ccc(OC)c(NC(=O)c2ccc(S(=O)(=O)N3CCN(C)CC3)cc2)c1,7,-1.6,-0.7,8,-1.4,-0.5,-1.6,0,3,3,0.5
CC1Oc2ccccc2N(CC(=O)Nc2ccc3c(c2)OCCO3)C1=O (stereo unspecified),9,-2.1,-0.4,11*,-3.9,-1.2,-0.2,0,10.0*,10,0.1
CCOc1ccc(Br)cc1C1C(C(=O)OC)=C(N)Oc2cc(N(C)C)ccc21 (stereo unspecified),-88,-0.5,-0.1,-70,-1.3,1.5,-0.2,5,0,-1,0.8
Cc1ccc(S(=O)(=O)NNC(=O)C(O)(c2ccccc2)c2ccccc2)cc1,6,-1.0,-1.3,2,-0.6,-0.3,0.1,-8,0,-5,0.3
O=C(N/N=C/c1cc(Br)ccc1O)Nc1ccccc1,-102,-0.8,3.9,-93,1.4,0.0,3.4,-19,-29,-76,-0.2
CCN(CC)C(=O)N1CCN(C(=O)c2ccc(C)cn2)CC1,0,-1.3,-1.5,-1,-0.4,-0.6,0.3,-5,-5,1,1.5
CCOC(=O)c1ccccc1NC(=O)CSc1nc2c(sc(=S)n2CC)c(=O)[nH]1,-6,-0.9,1.2,-1,1.3,0.1,2.3,-5,2,-2,-0.2
COc1cccc(-n2c(=O)c3sccc3n(CC(=O)NC3CCCCC3)c2=O)c1,-3,-0.6,2.3,0,-0.3,-0.3,0.0,0,-1,-9,-1.0
O=C(CCS(=O)(=O)c1ccc2c(c1)NC(=O)CO2)NCCc1ccccc1,-2,-0.5,-2.0,3,0.4,-0.2,-1.3,0,-3,5,1.0
CCNC(=O)N1CCN(c2ccc(N3CCN(Cc4ccccc4)[C@H](C)C3)c(C)c2)[C@@H](C)C1,0,-1.0,-0.4,0,.,-0.9,-2.8,14,-5,-13,.
O=C(NCc1ccc(F)cc1)C(=O)NCC1OCCN1S(=O)(=O)c1ccc2c(c1)OCCO2 (stereo unspecified),-10,-1.9,-0.7,-2,0.1,0.2,-1.0,3,-5,-3,-0.7
Cc1sc2ncn(CC(=O)NCCN3CCOCC3)c(=O)c2c1S(=O)(=O)N1CCC(C)CC1,3,-1.1,-0.7,11*,-3.0,0.9,0.6,7,-1,1,1.2
Cc1ccc(C(=O)CCC(=O)Nc2ccc(Cl)c(S(=O)(=O)Nc3cccc(Cl)c3)c2)cc1,2,-1.6,1.3,11*,3.4,-0.7,-4.5,-40,8,9,0.4

# hcDAF-12 act, entries above that show a hit.
SMILES,PLC-beta3 inh,ssDAF-12 act,PLC-gamma1 inh,DAX1 inh-1,hcDAF-12 act,HGIII-sPLA2 inh,ADAM17 inh,ADAM10 inh,DAX1 inh-2
COC(=O)CSc1nc2cc(OC)ccc2cc1C#N,-25,-0.4,-17,3.8*,8.2*,-3,-18,-102,4.3*

# (cont.)
SMILES,PLC-beta3 inh,ssDAF-12 act,hgDAF-12 ag,PLC-gamma1 inh,GAA850 FXN act,DAX1 inh-1,hcDAF-12 act,HGIII-sPLA2 inh,ADAM17 inh,ADAM10 inh,DAX1 inh-2
CCOCC(=O)Nc1ccc(-c2cn3cccnc3n2)cc1,i,-1.4,2.9,i,-1.3,0.1,0.0,4,i,i,1.5
O=[N+]([O-])c1ccccc1/C=N/n1c(COc2ccccc2)n[nH]c1=S,-4,-1.4,0.4,0,-1.0,-0.7,-1.7,-2,0,4,0.8
O=C(CCSCc1cccc(F)c1)NCc1ccc(F)cc1,-4,-1.1,-1.3,1,0.2,0.2,0.3,-4,1,3,0.3
COc1ccc(CNC(=O)COC(=O)c2ccc(OCC3CCCO3)cc2)cc1 (stereo unspecified),-7,-0.9,2.0,0,1.4,1.3,-1.2,-5,0,-3,1.6
CCOc1ccc(/C=N/NS(=O)(=O)c2ccc(C)cc2)cc1OC,-3,-0.2,-1.6,0,3.8,-0.4,-2.4,2,-1,-5,1.4
O=C(CCn1c(=O)sc2ccccc21)NCc1ccco1,-1,-1.8,-0.6,3,-2.0,1.1,-1.1,-3,0,-1,0.1
CS(=O)(=O)N(CCc1ccccc1)CC(N)=O,3,-1.6,0.5,1,0.9,-0.6,-1.1,4,-3,-2,1.5
COc1ccccc1C1NC(=O)NC(C)=C1C(=O)OC1CCCCC1 (stereo unspecified),2,-1.5,-0.6,1,0.6,-0.4,2.3,12,1,-16,0.5
